procasp3 activ = procaspase-3 (human) activation. AID 463141. P42574. actives 0.11% (n = 330,000). activation, % at 8.5 µM. recombinant procaspase-3 D3A, Ac-DEVD-pNA absorbance 405 nm;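 active = activation above the mean of all tested compounds plus 3 SD, cut at about 21% in these data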;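 also: 0% = DMSO alone and 100% = DMSO wells spiked with extra 5 µM PC-3 D3A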
Target sequence (P42574 whole entry D9A/D28A/D175A): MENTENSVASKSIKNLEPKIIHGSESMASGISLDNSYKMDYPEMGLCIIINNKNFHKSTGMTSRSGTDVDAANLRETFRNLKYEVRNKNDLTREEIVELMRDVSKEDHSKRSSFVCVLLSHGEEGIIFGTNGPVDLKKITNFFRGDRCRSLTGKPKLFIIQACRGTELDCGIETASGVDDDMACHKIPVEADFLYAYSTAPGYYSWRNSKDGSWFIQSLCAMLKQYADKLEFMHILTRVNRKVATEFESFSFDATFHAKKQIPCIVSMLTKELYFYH
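material = Procaspase-3 D3A mutant | probe or stimulus = Ac-DEVD-pNA | compound = single dose, 8.5 µM nominal compound, 0.8% DMSO | timing = 1 h preincubation, 2 h reaction | measured by = 405 nm absorbance of p-nitroaniline, reads at 0 and 120 min | benchmarks = DMSO-only low control, 5 µM PC-3 D3A high control | repeats = singlicate, each compound tested once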
AHR act = activators of human aryl hydrocarbon receptor. activation, % at 5 µM. actives 2.5% (n = 320,000). AID 2796. P35869. AHR-responsive luciferase reporter cells, luminescence; in the data active = activation above about 47%;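 also: 0% = vehicle wells and 100% = reference agonist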
MEP2-GFP yeast = yeast TOR pathway MEP2-GFP modulation. GFP response vs DMSO, % at 10 µM. AID 2016. S. cerevisiae MEP2-GFP strain, flow cytometry GFP, 3 h; 100% = DMSO control level. actives 0.51% (n = 330,000);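 active = GFP response versus DMSO above a set limit, roughly screen mean plus 3 SD, cut at about 180% in these data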;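 also: median GFP fluorescence of the barcode-gated MEP2-GFP cells per well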
LAP4 TOR yeast = yeast TOR pathway LAP4-GFP modulation; actives 0.34% (n = 320,000); S. cerevisiae LAP4-GFP multiplex, flow cytometry GFP, 3 h; median GFP as percent of DMSO wells; GFP response vs DMSO, % at 10 µM;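 active = GFP response vs DMSO above a set limit, about the screen mean plus 3 SD, cut at about 150% in these data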
AGP1 TOR yeast = alters AGP1-GFP fluorescence in TOR pathway yeast screen | AID 2066 | actives 0.02% (n = 320,000) | GFP response vs DMSO, % at 10 µM | S. cerevisiae AGP1-GFP multiplex flow cytometry, 3 h; GFP as percent of DMSO wells;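 active = GFP response relative to DMSO above a set limit, near screen average plus 3 SD, cut at about 150% in these data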;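 also: median GFP channel fluorescence of the gated AGP1 strain per well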
RPL19A TOR yeast = modulators of TOR pathway RPL19A-GFP in S. cerevisiae | S. cerevisiae RPL19A-GFP strain, flow cytometry, 3 h; hits give low values | percent response vs DMSO, % at 10 µM | actives 0.3% (n = 330,000);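 active = percent response vs DMSO below 50%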;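 also: median channel GFP fluorescence of the barcoded RPL19A-GFP strain; ratio of sample median GFP to plate DMSO average so 100% = DMSO; lower means less RPL19A-GFP as with rapamycin TOR inhibition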
CIT2 TOR yeast = modulators of TOR pathway CIT2-GFP in S. cerevisiae; S. cerevisiae CIT2-GFP strain, flow cytometry, 3 h; 100 means same as DMSO wells; GFP response vs DMSO, % at 10 µM; actives 0.065% (n = 320,000);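 active = GFP response relative to DMSO above a set limit, near the screen mean plus 3 SD, cut at about 150% in these data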;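 also: ratio of well median GFP fluorescence to mean of DMSO wells on the plate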
procasp7 counter = counter-screen: procaspase-7 (human) activation. P55210. recombinant procaspase-7, Ac-DEVD-pNA absorbance 405 nm; D23A/D198A/D206A triple mutant, cannot self-cleave; scale: DMSO 0, 5 µM enzyme 100. activation, % at 8.5 µM. actives 0.093% (n = 330,000). AID 463210;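 active = percent activation above the screen-wide mean plus 3 SD, cut at about 25% in these data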
Target sequence (P55210 whole entry D23A/D198A/D206A): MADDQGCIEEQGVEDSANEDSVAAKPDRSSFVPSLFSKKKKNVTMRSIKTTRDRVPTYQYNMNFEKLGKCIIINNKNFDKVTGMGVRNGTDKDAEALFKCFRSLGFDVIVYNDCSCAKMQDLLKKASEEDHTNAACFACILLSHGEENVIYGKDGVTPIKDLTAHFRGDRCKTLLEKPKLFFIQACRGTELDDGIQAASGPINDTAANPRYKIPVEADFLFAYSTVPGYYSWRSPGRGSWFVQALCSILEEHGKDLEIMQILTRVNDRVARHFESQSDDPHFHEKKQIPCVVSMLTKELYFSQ
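Assay system: Uncleavable procaspase-7 mutant enzyme / Input: 2 µM procaspase-7 mutant as dispensed / Dosing: single nominal 8.5 µM compound dose, 0.8% DMSO final / Timing: 1 h enzyme–compound preincubation and 2 h substrate reaction, both 25 °C / Detection: p-Nitroaniline absorbance at 405 nm, read at 0 and 120 min / Replication: singlicate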
An asterisk follows results filed as active; . = not tested or not shown.

SMILES | procasp3 activ | AHR act | MEP2-GFP yeast | LAP4 TOR yeast | AGP1 TOR yeast | RPL19A TOR yeast | CIT2 TOR yeast | procasp7 counter
CCCc1cc(=O)oc2cc(C)cc(OCC(=O)NC3CC3)c12 | -4 | 47 | 142 | 90 | 16 | 51 | 106 | 11
CN(CP(=O)(O)CN(C)S(C)(=O)=O)S(C)(=O)=O | 2 | 3 | 100 | 102 | 95 | 100 | 103 | -3
COc1cc(Cl)c(S(=O)(=O)NCc2cccnc2)cc1Cl | 5 | 1 | 94 | 95 | 97 | 95 | 93 | -3
CC(C)c1ccc(NC(=O)c2ccc3snnc3c2)cc1 | -2 | 14 | 100 | 107 | 98 | 105 | 101 | 7
C=CCN=C1NN=C(c2cc(C)n(CCOC)c2C)CS1 | -2 | -11 | 103 | 96 | 106 | 103 | 104 | -1
Cc1cccc(NC(=O)CCCNC(=O)c2ccc(Cl)cc2)n1 | 9 | 17 | 119 | 104 | 104 | 115 | 111 | -1
CC(C)(O)c1cc(=O)sc2nc3ccccc3n12 | 9 | 0 | 103 | 106 | 83 | 100 | 86 | 0
COc1ccc(S(=O)(=O)NCC2CCCN(Cc3cccc(C(C)=O)c3)C2)cc1 (stereo unspecified) | -9 | 0 | 112 | 99 | 102 | 101 | 103 | -2
O=C(NN=C1CCN(Cc2ccccc2)CC1)C(O)c1ccccc1 (stereo unspecified) | -3 | 3 | 108 | 84 | 90 | 100 | 107 | 13
O=C(N/N=C/c1ccccc1C(=O)O)c1cccc(S(=O)(=O)N2CCCCC2)c1 | 3 | 2 | 98 | 106 | 103 | 97 | 93 | -1
Cc1csc(SCCN2C(=O)c3ccccc3C2=O)n1 | 6 | 2 | 104 | 108 | 104 | 103 | 99 | 8
CNc1ncc(C(=O)c2ccc(-c3ccccc3)cc2)s1 | -1 | 14 | 97 | 107 | 88 | 97 | 83 | 1
Cc1nc([N+](=O)[O-])c(Br)n1CC(=O)c1ccc2ccccc2c1 | -4 | 3 | 99 | 114 | 92 | 94 | 85 | -12
COc1ccc(C)cc1NC(=O)NC1CCCCCCC1 | . | . | 100 | 74 | 96 | 120 | 96 | .
COc1cc(OC)c2cc(C(=O)N/N=C/c3cccc(OC)c3O)[nH]c2c1 | -13 | 49* | 97 | 107 | 101 | 93 | 90 | -7
O=c1[nH]nc(SCc2ccccc2)n1C1CC2C=CC1C2 (stereo unspecified) | -9 | -7 | 85 | 100 | 92 | 93 | 91 | 7
COc1ccc2nc(NC(=O)c3ccc(F)cc3)sc2c1 | 4 | -5 | 108 | 90 | 90 | 100 | 95 | 6
Cn1cnnc1SCC(=O)N/N=C/c1ccc(OCC(N)=O)cc1 | 4 | 1 | 97 | 107 | 102 | 93 | 92 | 3
c1c2c(cc3sc(N4CCOCC4)nc13)OCCO2 | -1 | -3 | 94 | 105 | 92 | 103 | 104 | -10
CCCCN(C)CCNC(=O)Cn1ncc2c(=O)oc3ccc(C)cc3c21 | 7 | 1 | 98 | 102 | 100 | 96 | 92 | 2
CCC1CCCCN1C(=O)CSc1nc2c(c(=O)n(C)c(=O)n2C)n1C (stereo unspecified) | 0 | 1 | 104 | 101 | 102 | 97 | 104 | 1
CCOC(=O)COc1cccc2c(=O)n(CC(N)=O)ccc12 | 5 | 2 | 100 | 105 | 100 | 96 | 111 | 0
CCC1CCCCN1CCCNC(=O)CCCNC(=O)Cn1cnc2sc3c(c2c1=O)CCCC3 (stereo unspecified) | 1 | 0 | 120 | 118 | 108 | 101 | 103 | 5
CCCCCC(=O)Nc1cccc(C2=NOC3(C2)C[C@@H](C(N)=O)N(C(=O)c2cc([N+](=O)[O-])cc([N+](=O)[O-])c2)C3)c1 (stereo partly specified) | 4 | 1 | 113 | 102 | 116 | 110 | 104 | -8
CCN(CC)CCSc1nnc2c3ccccc3n(Cc3ccccc3)c2n1 | 2 | 8 | 110 | 107 | 108 | 102 | 98 | -4

Next part, overlapping the part above by 5 compounds.
SMILES | procasp3 activ | AHR act | MEP2-GFP yeast | LAP4 TOR yeast | AGP1 TOR yeast | RPL19A TOR yeast | CIT2 TOR yeast | procasp7 counter
CCC1CCCCN1C(=O)CSc1nc2c(c(=O)n(C)c(=O)n2C)n1C (stereo unspecified) | 0 | 1 | 104 | 101 | 102 | 97 | 104 | 1
CCOC(=O)COc1cccc2c(=O)n(CC(N)=O)ccc12 | 5 | 2 | 100 | 105 | 100 | 96 | 111 | 0
CCC1CCCCN1CCCNC(=O)CCCNC(=O)Cn1cnc2sc3c(c2c1=O)CCCC3 (stereo unspecified) | 1 | 0 | 120 | 118 | 108 | 101 | 103 | 5
CCCCCC(=O)Nc1cccc(C2=NOC3(C2)C[C@@H](C(N)=O)N(C(=O)c2cc([N+](=O)[O-])cc([N+](=O)[O-])c2)C3)c1 (stereo partly specified) | 4 | 1 | 113 | 102 | 116 | 110 | 104 | -8
CCN(CC)CCSc1nnc2c3ccccc3n(Cc3ccccc3)c2n1 | 2 | 8 | 110 | 107 | 108 | 102 | 98 | -4
CCC(C)Sc1ccc([C@@H]2[C@H]3C(=O)N(C)C(=O)[C@H]3[C@]3(C(=O)OC)CCCN23)cc1 (stereo partly specified) | -4 | 1 | 100 | 108 | 103 | 104 | 100 | -4
CC(=O)c1ccc(NC(=O)c2ccc(COc3ccccc3[N+](=O)[O-])o2)cc1 | -2 | -2 | 100 | 90 | 93 | 100 | 95 | -4
N#CC1(NC(=O)COC(=O)c2cc(=O)[nH]c3ccccc23)CCCCC1 | -1 | 0 | 89 | 106 | 106 | 92 | 91 | -3
CC(=O)c1cccc(NC(=O)c2ccncc2)c1 | -2 | 5 | 102 | 97 | 96 | 97 | 98 | 2
Cn1cccc1/C=N/NC(=O)c1sc2cc(Cl)ccc2c1Cl | 0 | 6 | 109 | 87 | 89 | 98 | 98 | -1
COc1ccc(CNC(=O)CCS(=O)(=O)c2ccc3c(c2)CC(C)N3C(=O)C2CC2)cc1 (stereo unspecified) | 4 | -1 | 104 | 99 | 101 | 101 | 104 | -1
O=C(N/N=C/c1ccc(F)c(F)c1)c1cc2c(s1)-c1ccccc1CC2 | 6 | 12 | 106 | 103 | 101 | 101 | 105 | 14
Cc1nn(C(C)C(=O)NCc2ccco2)c(=O)c2nn(-c3ccccc3)c(C)c12 (stereo unspecified) | 3 | 0 | 99 | 94 | 94 | 96 | 94 | -5
COc1ccc(NCc2nn(CC(=O)c3ccc(Br)cc3)c3[n+]2CCCCC3)cc1 | -3 | 0 | 102 | 106 | 102 | 104 | 101 | 5
COC(=O)c1cn(C(=O)c2ccccc2F)nc1N | -8 | 2 | 102 | 100 | 95 | 99 | 86 | -4
CC(C)(CNC(=O)C1CCCC1)CNC(=O)C1CCCC1 | 0 | 2 | 101 | 97 | 107 | 99 | 107 | 1
O=[N+]([O-])c1ccc(Cc2nnc(-c3ccc(F)cc3)o2)cc1 | 5 | -4 | 91 | 109 | 102 | 96 | 92 | 6
CC(C(=O)Nc1ccccc1)N(C)CCOc1ccc(Br)cc1 (stereo unspecified) | 2 | 0 | 105 | 95 | 102 | 103 | 102 | 1
CCn1c2ccc(/C(C)=N\O)cc2c2cc(/C(C)=N\O)ccc21 | 1 | 45 | 102 | 104 | 99 | 97 | 88 | 5
O=C(CNCC1CCCO1)N1CCN(S(=O)(=O)c2ccc3ccccc3c2)CC1 (stereo unspecified) | 3 | 3 | 100 | 101 | 97 | 92 | 92 | -7
CC1(C)SCC(C(=O)O)N1C=O (stereo unspecified) | -2 | -1 | 99 | 94 | 109 | 100 | 98 | 14
Cc1c(NC(=O)c2ccccc2N)cccc1C(=O)O | 6 | 7 | 94 | 91 | 101 | 98 | 97 | 1
Cc1ccc(C(=O)Cn2c(N3CCOCC3)nc3c2c(=O)n(C)c(=O)n3C)cc1 | 1 | -2 | 108 | 99 | 104 | 104 | 106 | 1
Cc1c(NS(=O)(=O)c2ccc3c(c2)CCN3C(=O)C2CC2)c(=O)n(-c2ccccc2)n1C | -2 | 10 | 115 | 95 | 100 | 100 | 107 | 11
NNC(=O)CNS(=O)(=O)c1ccc([N+](=O)[O-])cc1 | -9 | 6 | 113 | 114 | 115 | 106 | 130 | 5
Clc1ccc(Cc2ccc(Cl)nn2)c(Cl)c1 | 7 | -3 | 102 | 97 | 100 | 100 | 104 | 9
O=C(NC1CCOCC1)C1CCC(=O)N(CCc2ccc(Cl)cc2)C1 (stereo unspecified) | 0 | 1 | 102 | 97 | 97 | 100 | 97 | 5
O=C(Nc1ccc2c(c1)OCO2)C1CCCN(S(=O)(=O)c2cccs2)C1 (stereo unspecified) | -3 | 66* | 102 | 110 | 101 | 104 | 95 | 3
O=Cc1ccc(N2CCCCC2)cc1 | -7 | 2 | 96 | 100 | 101 | 96 | 103 | -12
CCCNC(=O)CCn1cc(-c2ccc(OC)cc2)nc1-c1ccncc1 | -1 | 8 | 84 | 125 | 86 | 92 | 90 | 2
Other entries:
SMILES | procasp3 activ | AHR act | MEP2-GFP yeast | LAP4 TOR yeast | AGP1 TOR yeast | RPL19A TOR yeast | CIT2 TOR yeast | procasp7 counter
CC(C)(C)c1ccc(C(=O)NN2C(=O)CSC2=S)cc1 | -9 | 2 | 113 | 107 | 114 | 110 | 105 | -5
COCCn1c(SCC(=O)c2ccc(Cl)cc2)nnc1C(C)C | -11 | 5 | 95 | 108 | 97 | 99 | 103 | -10
OCCN1CCN(C(=S)Nc2cccc(C(F)(F)F)c2)CC1 | -10 | 1 | 102 | 105 | 108 | 98 | 101 | -1
COc1ccc(/C=C2/SC(=O)N(NS(=O)(=O)c3ccccc3)C2=S)cc1OC | -5 | -3 | 100 | 101 | 95 | . | 99 | -4
CC1CCC2(CC1)NC(=O)N(CC(=O)Nc1ccc3c(c1)OCO3)C2=O (stereo unspecified) | 10 | 0 | 105 | 106 | 110 | 103 | 98 | 13
CC[C@H](C)[C@H](NC(N)=O)C(=O)NCCc1ccc(Cl)cc1 | 2 | 1 | 108 | 111 | 112 | 107 | 109 | 6
Cc1ccc(NC(=O)c2cc3c(s2)CCCC3)cc1S(=O)(=O)Nc1ccccc1Cl | 6 | 24 | 98 | 98 | 96 | 102 | 96 | 7
CCOC(=O)CCCCC(=O)c1[nH]c(=O)[nH]c1CSc1nc2ccccc2[nH]1 | -4 | 1 | 101 | 100 | 105 | 102 | 100 | -10
CCOC(=O)c1c(C)[nH]c(C)c1S(=O)(=O)NCc1cc(C)ccc1C | 1 | 9 | 109 | 95 | 97 | 99 | 102 | 2
COC(=O)[C@H](Cc1ccccc1)N(C)S(=O)(=O)c1cccc(S(=O)(=O)N(C)[C@@H](Cc2ccccc2)C(=O)OC)c1 | 13 | 3 | 89 | 105 | 80 | 97 | 74 | 0
CC(C)(C)CC(C)(C)N1CNC(=S)NC1 | -1 | 1 | 109 | 106 | 107 | 106 | 109 | 3
Cc1nnc(SCc2cnc(-c3ccc(C(C)C)cc3)s2)n1C | 6 | -1 | 103 | 103 | 100 | 100 | 103 | 3
COC(=O)c1sc2nc(C)nc(SCC(=O)C(C)(C)C)c2c1C | -7 | 1 | 95 | 97 | 96 | 98 | 91 | 0

High-throughput results as filed in PubChem.

Random draw from the library (roughly 3.5% active in at least one column).
